TDP1 block – qHTS Assay for Inhibitors of Tyrosyl-DNA Phosphodiesterase (TDP1) | hit rate 0.28% among 350,000 | Potency, µM (doses to about 130 µM), inactives show at the highest dose activity change, negative = inhibition, usual class: inhibitors | recombinant TDP1, AlphaScreen DNA substrate cleavage; further: nearly all actives have a fitted effect of over 40% in size
Target sequence (Q9NUW8 whole entry, looked up): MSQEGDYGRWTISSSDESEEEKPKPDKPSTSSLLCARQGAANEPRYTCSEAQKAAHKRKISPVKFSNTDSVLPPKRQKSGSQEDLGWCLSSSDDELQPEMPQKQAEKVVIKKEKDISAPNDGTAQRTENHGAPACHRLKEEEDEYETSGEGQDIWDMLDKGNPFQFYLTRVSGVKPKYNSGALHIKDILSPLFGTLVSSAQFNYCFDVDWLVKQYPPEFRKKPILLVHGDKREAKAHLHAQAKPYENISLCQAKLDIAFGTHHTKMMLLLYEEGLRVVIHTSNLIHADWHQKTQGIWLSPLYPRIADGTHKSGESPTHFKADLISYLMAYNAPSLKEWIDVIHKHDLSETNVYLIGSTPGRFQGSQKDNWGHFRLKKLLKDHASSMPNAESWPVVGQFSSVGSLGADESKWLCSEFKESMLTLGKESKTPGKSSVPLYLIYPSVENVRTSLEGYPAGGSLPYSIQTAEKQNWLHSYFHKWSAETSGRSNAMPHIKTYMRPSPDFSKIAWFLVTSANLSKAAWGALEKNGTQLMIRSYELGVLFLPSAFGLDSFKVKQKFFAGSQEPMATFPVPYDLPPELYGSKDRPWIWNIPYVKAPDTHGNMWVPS
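Recombinant E. coli-expressed Tdp1 (1 nM) preincubated with compound 15 min at RT, then 5'-biotin/3'-phosphotyrosine-FITC DNA substrate (15 nM) added for 5 min. AlphaScreen beads (10 ug/ml) added, 10 min RT; tyrosine-FITC cleavage read as signal loss.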
TDP1 cell CPT – qHTS for Inhibitors of human tyrosyl-DNA phosphodiesterase 1 (TDP1): qHTS in cells in presence of CPT. AID 686979, 2013. hit rate 12% among 420,000. Potency, µM (series often up to 46.2 µM), for inactives: at the top dose activity change, negative = growth inhibition, most hits filed as inhibitors. chicken DT40 Tdp1-/-;hTDP1 cells + 20 nM CPT, ATP luminescence, 48 h; further: nearly all actives have a fitted effect of over 55% in size
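Chicken DT40 Tdp1-/- cells stably complemented with human TDP1 were seeded at 400 cells/well in medium containing 20 nM camptothecin, exposed to pin-transferred compounds, and grown at 37 °C for at least 48 hr. Viability was read as ATP luminescence.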
TDP1 cell noCPT – qHTS for Inhibitors of human tyrosyl-DNA phosphodiesterase 1 (TDP1): qHTS in cells in absence of CPT; DT40 Tdp1-/- hTDP1 cells, no CPT, ATP luminescence, 48 h; Potency, µM (highest dose often 46.2 µM), inactives show top-dose activity change, negative = growth inhibition, most hits filed as inhibitors; hit rate 15% among 420,000; further: nearly all actives have a fitted effect of over 55% in size
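Readout: luminescence from CellTiter-Glo after 30 min in the dark at RT. Cells: DT40 Tdp1-/- with stable hTDP1, 400/well. Exposure: compounds alone, ≥48 hr, 37 °C.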
Active calls of the source: *; ? = inconclusive; / = no result given; & = joins results of further samples; [ ] = dose if it differs, or a comment. The call rests on the fitted dose curve; in most records, active means well fitted curve in the direction sought with a large enough effect; inconclusive means small, poorly fitted or top-dose-only effect, or another doubt; inactive means no such curve, though single readings can be large; an effect the other way counts as inactive or inconclusive. On the % scale 0 is the no-effect control and ±100 the full control effect; potency means the concentration at half of the fitted maximal effect.

SMILES	TDP1 block	TDP1 cell CPT	TDP1 cell noCPT
O=c1c2ccccc2ncn1CCOCCOc1ccc([N+](=O)[O-])cc1	3.6%	-24.1%	?
O=C1c2[nH]nc(-c3ccccc3O)c2C(c2ccccc2F)N1Cc1ccco1 (stereo not drawn)	7.3%	?	?
Cc1ccc(C)c(NC(c2ccccc2)c2nnc(-c3ccccc3F)o2)c1 (stereo not drawn)	2.5%	?	?
CCNC(=O)C(=O)Nc1cc2c3c(c1)CCN3C(=O)CC2	0.3%	-3.9%	-3.8%
O=[N+]([O-])c1ccc(N2CCCCCC2)c([N+](=O)[O-])c1	5.3%	-10.9%	-24.2%
COc1ccc(-c2cn3cccnc3n2)cc1	-8.2%	-24.4%	-25.2%
CCOC(=O)c1ccccc1NC(=O)c1cc2c(s1)-c1c(C)cccc1OC2	-1.0%	10.0%	-8.8%
CCOC(=O)c1nc(Nc2cc(Cl)ccc2OC)c2ccccc2n1	/	?	?
CC(=O)N(C1=C(N2CCOCC2)C(=O)c2ccccc2C1=O)c1ccc(C(=O)O)cc1	5.5%	?	?
O=C(NCCc1ccccc1)C(=O)NCC(c1ccco1)S(=O)(=O)c1cccs1 (stereo not drawn)	10.4%	?	?
CCNc1nc(NCc2ccccc2)nc(Oc2ccc(=O)[nH]n2)n1	2.4%	6.5%	-9.7%
COc1ccc(N2CC(C(=O)N[C@@H](C)C(=O)NC3CCCC3)CC2=O)cc1 (stereo partly drawn)	-0.4%	2.5%	-8.7%
Cc1ccc(C(=O)NCCc2nnc(SCC(=O)Nc3cccc(C(=O)O)c3)n2C)cc1	5.0%	0.6%	14.4%
O=C(CN1CCN(C(=O)c2ccco2)CC1)Nc1cc(Cl)ccc1Cl	1.0%	-29.8%	-27.6%
CN(C)c1ccc(NC(=O)CN2CCC(O)(c3ccccc3)CC2)cc1	-3.6%	2.6%	4.6%
Cc1ccc(S(=O)(=O)N(C)Cc2nc(-c3ccc(Br)cc3)no2)cc1	/	?	18.4µM*
CCc1cccc(C)c1NC(=O)c1ccc2c(c1)CCN2S(=O)(=O)c1ccc(Cl)cc1	4.7%	?	9.2µM*
CCc1ccc(C2c3[nH]c4ccccc4c3CCN2C(=O)CN2CCN(CC)CC2)cc1 (stereo not drawn)	0.0%	?	25.9µM*
COC(=O)Nc1ccc(S(=O)(=O)N2CCCC(C(=O)O)C2)cc1 (stereo not drawn)	5.1%	-24.0%	-6.3%
COc1cc(NS(=O)(=O)c2ccc(C)c(C)c2)c(OC)cc1Cl	-3.0%	18.4µM*	?
C/C(CC1(O)C(=O)Nc2ccccc21)=N\O (stereo not drawn)	1.0%	-19.1%	-21.6%
Cc1ccc(S(=O)(=O)N2C[C@H]3[C@H]4C(=O)N(Cc5ccccc5)C(=O)[C@H]4CC(=O)[C@H]3[C@@H]2c2ccccc2)cc1	/	?	?
CCN(CC)CC(=O)Nc1ccc(-c2nc3cc(NC(=O)CN(CC)CC)ccc3o2)cc1	4.8%	20.6µM*	18.4µM*
Cc1ccc2c(c1)[C@H]1[C@H](CO2)[C@H](c2ccccc2)[C@]2(C)C(=O)N(Cc3ccc(F)cc3)CC(=O)N12	9.6%	?	20.6µM*
O=C(C=Cc1ccccc1)c1ccc([N+](=O)[O-])cc1	/	?	18.4µM*
CN(C)CCCNC(=O)C[C@H]1C[C@H](C(=O)N2CCOCC2)[C@@]2(C)c3[nH]c4cc(-c5ccco5)ccc4c3CCN2C1=O	0.5%[56.1 µM]	?	-6.1%
O/N=C/c1cn(-c2ccccc2)nc1-c1ccccc1	/	?	?
COc1ccc2c(c1)cc(C)c1nnc(SCC(=O)N(C)c3nc(-c4ccccc4)cs3)n12	-3.8%	?	?
O=C(NCc1cccnc1)[C@@H]1CC=C[C@@H]2CCN(Cc3ccccc3)C(=O)[C@@H]21	/	4.1%&-24.0%	1.0%&-10.6%
CCC(C)N(C(=O)CSc1nc(-c2cccs2)nc2ccccc12)C1CCS(=O)(=O)C1 (stereo not drawn)	/	?	16.4µM*
c1ccc(C2CC(c3ccccc3)n3ncnc3N2)cc1 (stereo not drawn)	4.1%	-12.5%	-11.6%
CC(C)n1c(SCC(=O)Nc2nncs2)nnc1C1CC1	-4.4%	9.0%	21.5%
CCCCNC(=O)CN1C(=O)c2cccc(N)c2C1=O	1.2%	0.7%	1.3%
O=C(O)CCn1cc(/C=C2\NC(=S)N(c3ccccc3)C2=O)c(-c2ccc(Br)cc2)n1	-13.3%	-1.0%	7.0%
CCOC(=O)C1(CCOc2ccccc2)CCN(Cc2ccc(C(=O)OC)cc2)CC1	/	?	?
CN(C)CCOC(=O)CCc1ccccc1	2.4%	-6.7%	4.6%

Part of the list above in order of molar mass, largest number first.
SMILES	TDP1 block	TDP1 cell CPT	TDP1 cell noCPT
CN(C)CCCNC(=O)C[C@H]1C[C@H](C(=O)N2CCOCC2)[C@@]2(C)c3[nH]c4cc(-c5ccco5)ccc4c3CCN2C1=O	0.5%[56.1 µM]	?	-6.1%
Cc1ccc(S(=O)(=O)N2C[C@H]3[C@H]4C(=O)N(Cc5ccccc5)C(=O)[C@H]4CC(=O)[C@H]3[C@@H]2c2ccccc2)cc1	/	?	?
Cc1ccc(C(=O)NCCc2nnc(SCC(=O)Nc3cccc(C(=O)O)c3)n2C)cc1	5.0%	0.6%	14.4%
O=C(CN1CCN(C(=O)c2ccco2)CC1)Nc1cc(Cl)ccc1Cl	1.0%	-29.8%	-27.6%
Cc1ccc(C)c(NC(c2ccccc2)c2nnc(-c3ccccc3F)o2)c1 (stereo not drawn)	2.5%	?	?
c1ccc(C2CC(c3ccccc3)n3ncnc3N2)cc1 (stereo not drawn)	4.1%	-12.5%	-11.6%
C/C(CC1(O)C(=O)Nc2ccccc21)=N\O (stereo not drawn)	1.0%	-19.1%	-21.6%

New compounds follow:
SMILES	TDP1 block	TDP1 cell CPT	TDP1 cell noCPT
Cc1cccc(Nc2c([N+](=O)[O-])ccc3nonc23)c1C	/	-3.2%	11.0%
N/C(=N\S(=O)(=O)c1cc(C(F)(F)F)cc(C(F)(F)F)c1)c1ccncc1	5.7%	-4.1%	?
Cc1c(NC(=S)NC(=O)CSc2ccc(Cl)cc2)cccc1C(=O)O	3.0%[56.1 µM]	-13.1%	-4.5%
COc1cccc(-c2noc(C3CC(=O)N(c4ccc(F)cc4)C3)n2)c1OC (stereo not drawn)	1.9%	-24.8%	-7.1%
COc1cccc(-n2c(=O)c3sccc3n(CC(=O)NCC3CCCO3)c2=O)c1 (stereo not drawn)	3.8%	0.4%	8.9%
CCCn1c(N)c(N2CCCCC2)c(=O)n(CC(=O)Nc2cccc(S(=O)(=O)N(C)C)c2)c1=O	0.3%	-27.9%	16.3%
O=C(N/N=C/c1ccc2c(c1)OCO2)c1ccn(Cc2ccc(Cl)cc2)n1	4.4%	-14.2%	-3.9%
O=[N+]([O-])c1ccc(N/N=C2/CCCCC2c2ccccn2)cc1 (stereo not drawn)	7.0%	-26.8%	-25.0%
c1ccc2c(c1)C(=Nn1cnnc1)c1ccccc1-2	4.5%	-24.2%	-27.0%
O=c1[nH]n(CCO)c(=O)c2cccnc12	/	7.5%	-1.8%
CNC(=O)C(C)N1c2cccc3cccc(c23)S1(=O)=O (stereo not drawn)	/	-9.8%	-21.9%
COc1ccc2c(C)nc(N/C(N)=N/S(=O)(=O)c3ccc(C)cc3)nc2c1	6.0%	?	?
COc1cc(-c2nc(-c3ccc4c(c3)[nH]c(=O)n4C)no2)cc(OC)c1OC	8.8%	-15.7%	-13.5%
O=C(NCCCNc1ccc([N+](=O)[O-])cc1)C(F)(F)F	-3.8%	3.8%	9.8%
CCc1nnc(SC(CC)C(=O)Nc2cccc(OC)c2)c2cc3oc(C)cc3n12 (stereo not drawn)	-10.3%	?	?
CC(=O)Nc1ccc(NC(=O)C2(C)Cc3c(-c4cccc(C(N)=O)c4)ccnc3O2)cc1 (stereo not drawn)	/	8.7%	-8.9%
Cc1onc(-c2c(F)cccc2Cl)c1C(=O)NC(=S)NC1CCS(=O)(=O)C1 (stereo not drawn)	5.9%	-21.9%	-18.7%
CC(=O)OC1CCC2(C)C3CCC4(C)C(C(C)=O)CCC4C3CC3OC32C1 (stereo not drawn)	/	?	?
CC(Oc1ccc(F)cc1)C(=O)Nc1nc(-c2ccc(F)cc2)ns1 (stereo not drawn)	4.7%	?	13µM*
Cc1cccc(C(=O)n2c(=S)nc3ccccn32)c1	-2.2%	?	?
O=C1CCN(CCc2ccccc2)CCN1[C@H](CSc1ccc(Br)cc1)Cc1ccccc1	4.7%	16.4µM*	14.6µM*
Cc1nc2ccc(C(=O)N3CCC(O)(Cc4ccccc4)CC3)cn2c1N(C)C(=O)CCc1ccccc1	/	?	?
O=C(Nc1c(-c2ccccc2)[nH][nH]c1=O)c1ccc2ccccc2c1	/	13.6%	-4.1%
COc1ccc(N2CC(NC(=O)c3cccc4ccccc34)CC2=O)cc1OC (stereo not drawn)	/	?	6.1%
CCCCN1C(=O)C(=O)N(CC(=O)Nc2cc(S(=O)(=O)N(C)C)ccc2C)C1=O	-5.3%	?	-2.9%
COc1cc(NC(=O)c2cc(Cl)ccc2Cl)ccc1NC(=O)c1cc2ccccc2o1	3.1%[12.3 µM]	5.8µM*	4.61µM*
Cc1ccc(CNC(=O)c2cc(S(=O)(=O)N3CCCC3)cn2C)cc1	/	-20.1%	-5.8%
O=C(c1cc2ccccc2o1)N1CCN(S(=O)(=O)c2ccccc2)CC1	1.2%	11.6µM*	-20.9%
O=C(CC1SC(N2CCCC2)=NC1=O)Nc1ccc(C(=O)NCc2ccccc2F)cc1 (stereo not drawn)	/	-1.5%	2.8%
N#Cc1c(SCc2c(Cl)cccc2Cl)nc(N)[nH]c1=S	3.8%	?	?
CC1(C(=O)NS(=O)(=O)c2cccc(Cl)c2)CCN1C(=O)CCc1ccccc1 (stereo not drawn)	/	?	-11.8%
Cn1c(-c2ncc(F)cc2F)cc2onc(-c3c(F)cccc3Cl)c2c1=O	0.8%	?	?
Cc1ccccc1-c1cnc2c(c1)C(=O)N([C@H](C)CO)C[C@@H](C)[C@H](CN(C)C(=O)c1ccncc1)O2	/	5.1%	4.7%
CCN(CC)S(=O)(=O)c1ccc(N=Nc2c(C)[nH]n(C(N)=S)c2=O)cc1	8.7%	-24.1%	-26.6%
Cc1nnc(NC(=O)CCCN2C(=O)c3ccccc3C2=O)s1	2.4%	-2.1%	-11.7%
O=C(Cn1nnc(-c2ccc3c(c2)OCO3)n1)NCc1ccccc1	1.2%	-7.9%	-10.3%
CS(=O)(=O)N(CC(=O)NCc1ccco1)c1ccc2c(c1)OCO2	2.2%	-4.1%	-0.8%
CCCN1CCC(=O)N([C@H](CSc2ccc(Br)cc2)c2ccccc2)CC1	-3.5%	?	16.4µM*
O=C(CSc1ccccc1)Nc1nnc(COc2ccc(Cl)cc2)s1	5.4%	8.2µM*	25.9µM*
COC(=O)c1ccccc1CON1C(=O)C(C)(C)N(OCc2ccccc2C(=O)OC)C(=O)C1(C)C	-4.1%	?	?
COc1ccc2[nH]c3c(c2c1)CCNC3=O	9.3%	?	?
CC(C)C(=O)Nc1cccc(C(=O)Nc2nncs2)c1	1.9%	-6.5%	-16.5%
CCNC(=O)CC1C(=O)N(c2ccccc2)C(=O)N1CCC(C)C (stereo not drawn)	8.7%	2.2%	1.5%
CCOc1ccc(S(=O)(=O)c2cn(Cc3ccc(C)cc3)c3ccc(OC)cc3c2=O)cc1	3.8%	?	?
Cc1ccc(Oc2nccc(-c3ccc(Cl)cc3)n2)cc1	1.0%	?	-7.9%
CC(=O)Nc1cccc(-c2ccnc3c2CC(C(=O)Nc2ccc(F)c(Cl)c2)O3)c1 (stereo not drawn)	/	18.4µM*	18.4µM*
Cc1ccc(O)c(NC(=O)c2cc(C)no2)c1	/	1.2%	5.8%
CCOC(=O)c1[nH]c(C=O)c(C(=O)OCC)c1C	2.8%	0.651µM*	0.651µM*
CCOc1ccc(S(=O)(=O)n2nc(C)cc2C)c2ccccc12	1.1%	23.1µM*	?
C=CCNC(=O)/C(=C\c1ccc([N+](=O)[O-])cc1)NC(C)=O	0.0%	-23.8%	8.9%
CCCn1c(C)cc(C(=O)COc2ccc(S(=O)(=O)N(CC)CC)cc2[N+](=O)[O-])c1C	5.8%	20.6µM*	23.1µM*
CC(=O)N1CCC2(CC1)CC(=O)c1cc(OCC(=O)NCc3ccco3)ccc1O2	-4.6%	-6.2%	-12.5%
COc1ccc(CNC(=O)Cc2c(C)c3c(cc(C)c4c(C)coc43)oc2=O)cc1	-4.7%	-3.0%	-5.2%
O=C(NC(=S)Nc1ccccn1)c1ccc([N+](=O)[O-])cc1	3.1%	-12.2%	-24.4%
C=CCn1c(CNc2ccc(C)cc2)nnc1SCC(=O)N/N=C/c1ccc(O)cc1O	11.0%	18.4µM*	?

High-throughput results from PubChem BioAssay.
